# PGC1a acetyl inh – lowers PGC1a acetylation signal in U2OS cells | hit rate 0.17% among 350,000 | inhibition, % at 15.6 µM | AlphaScreen anti-acetyl-lysine; with virally co-expressed GCN5 acetyltransferase | AID 651687;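 active = every replicate shows inhibition of at least 40%; inconclusive = mean inhibition at least 40% but some replicate below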;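 note: 0% = neutral control wells and 100% = positive control wells; some results beyond the cut were filed as inactive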
# Numbers without * were called inactive; ? = inconclusive. The list is partial; rates above refer to the full screens.
PGC1a acetyl inh	Structure
-11.8	CC(NC(=O)c1ccc(F)cc1)c1ccccc1 (configuration not stated)
-22.6	N#Cc1nnn(-c2ccc(Cl)cc2)c1N
-11.9	Nn1cc(-c2ccccc2)nc1SCC(=O)N1CCN(S(=O)(=O)c2ccc3ccccc3c2)CC1
-6.1	CC(C)NC(=O)c1ccc(COCC(F)(F)F)cc1
-13.1	CCCOc1ccccc1NC(=O)CC1Nc2ccccc2NC1=O (configuration not stated)
2.0	CC(C)(C)OC(=O)N1CCOCCOCCNCCOCCOCC1
-10.7	N#CC1=C(O)C(c2ccccc2)n2c1nc(=O)c1ccccc12 (configuration not stated)
-11.2	Cn1c(=O)c2[nH]c(COc3ccc(C(C)(C)C)cc3)nc2n(C)c1=O
2.1	COc1ccc(/C=C2/SC(c3ccc(C)cc3)=NC2=O)cc1OC
20.7	CC(=O)C1=C(O)C(=O)N(c2ccc(S(N)(=O)=O)cc2)C1c1ccc([N+](=O)[O-])cc1 (configuration not stated)
6.5	Cc1nc([N+](=O)[O-])c(Br)n1CC(=O)c1ccc(Cl)cc1
-8.7	O=C1Nc2ccc(NS(=O)(=O)c3cccs3)c3cccc1c23
4.3	COCCn1c(=O)[nH]c2cc(C(=O)NCC3CCCO3)ccc2c1=O (configuration not stated)
18.1	Cc1ccc(C(=O)Nc2nnc(-c3cccs3)s2)cc1C
113.8*	O=C(Nc1ccc(F)cc1)c1sc2cc(C(F)(F)F)cnc2c1-c1cccs1
-3.4	O=C(c1cccc(C(F)(F)F)c1)N1CCOC12CCN(c1ncc(C(F)(F)F)cc1Cl)CC2
-37.6	CS(=O)(=O)N(CC(=O)N1CCCCC1)c1ccc(Cl)c(C(F)(F)F)c1
-16.9	O=C(N/N=C/c1ccc(Cl)cc1)c1cc2c(s1)-c1ccccc1CC2
18.5	Cc1[nH]c2ccccc2c1C(c1ccccn1)N1CCC(C)CC1 (configuration not stated)
0.5	CN(Cc1ccccc1)c1ccc(S(=O)(=O)N2CCOCC2)cn1
-7.8	Cc1cc(=O)n2nc(N3CCC(C(=O)N4CCN(Cc5ccccc5)CC4)CC3)sc2n1
5.1	Cc1ccc(S(=O)(=O)Nc2ccc3nc(C)sc3c2)cc1
3.6	CCOC(=O)Cn1cnc2sc3c(c2c1=O)CCC3
9.2	CN(CCCNC(=O)c1cccn2c(=O)c3ccccc3nc12)Cc1ccccc1
7.5	Cc1cc(C)n(Cc2ccc(Cl)c(Cl)c2)c(=O)c1S(=O)(=O)c1ccccc1
-16.8	O=C(Nc1ccc(N2CCN(C(=O)c3ccc(Cl)cc3)CC2)cc1)c1cccnc1
-10.8	COc1cccc(N2CC(O)=C(c3ccccc3)C2=N)c1
-10.4	CCCOc1ccc(Br)cc1/C=N/O
9.4	CCOC(=O)C1CCCN(C2CC(=O)N(c3ccc(C)c(C)c3)C2=O)C1 (configuration not stated)
-10.6	Cc1nc(C)c(C(=O)C2=C(O)C(=O)N(CCCn3ccnc3)C2c2ccccc2)s1 (configuration not stated)
5.6	CCCCNc1nc2ccccc2[nH]1
7.3	CCc1nn(CC(=O)NCCN2CCN(C)CC2)c(=O)c2cc3occc3n12
-14.6	Cc1cc(S(=O)(=O)NCCCN2CCOCC2)ccc1F
10.1	CSC(=Nc1ccccc1)C1=C(O)COC1=O
8.4	Nc1cc(N)cc(-c2nc3ccccc3[nH]2)c1
5.8	COC(=O)Cc1cc(=O)n2[nH]c(C(F)(F)F)nc2n1
-12.0	CC1=C(C(=O)OC2CCCCC2)C(c2ccc(C)o2)C2=C(CCCC2=O)N1 (configuration not stated)
-4.9	CCC(=O)Oc1cccc(C(=O)Nc2ccc(-c3nnc(-c4ccco4)o3)cc2)c1
-1.9	CCCn1ncc(OC)c(Cl)c1=O
7.3	CCn1cc(C(=O)NCc2ccc3c(c2)OCO3)c(=O)c2cc(F)c(N3CCN(C(=O)c4ccco4)CC3)cc21
-8.3	COC(=O)c1cc2oc3ccccc3c2n1CC(=O)Nc1ccccc1OC
-18.8	Nc1c(C(=O)c2ccccc2)sc2snc(SCC(=O)c3ccccc3)c12
-4.0	O=C(CCc1nc(-c2ccccc2)no1)NCCc1ccccc1
-14.9	COc1ccc(N(CCC#N)S(=O)(=O)c2ccc(Cl)cc2)cc1
-6.9	COc1ccc(-c2cc(C(=O)Nc3nc4c(C)cccc4s3)c3ccccc3n2)cc1OC
16.6	Cc1cc(C)nc(Sc2nc(C)nc3c2oc2ccccc23)n1
-14.8	COc1ccccc1CNC(=O)C(CCSC)NS(=O)(=O)c1ccc2c(c1)oc(=O)n2C (configuration not stated)
11.5	CCOC(=O)c1c(N2C(=O)C3C4C=CC(O4)C3C2=O)sc2c1CCCC2 (configuration not stated)
-11.5	CCCS(=O)(=O)N1CCCC(C(=O)NCCN(CC)c2ccccc2)C1 (configuration not stated)
12.7	O=c1[nH]c2ccccc2n1CCCSc1cnc2ccccc2n1
1.4	CCCC/C=C1/CCC(CN(C)C)C1=O (configuration not stated)
15.8	C=CCn1c(CNc2ccccc2)nnc1SCC(=O)N/N=C/c1ccccc1O
0.4	Cc1nc(S(=O)(=O)c2cccc(Cl)c2)nc2c1CCC2
-4.4	CN(Cc1ccccc1)C(=O)N[C@@H](Cc1ccccc1)C(=O)O
2.2	COC(=O)C1=C(C)NC2=C(C(=O)CC(C)(C)C2)C1c1cn(Cc2ccc(Br)cc2)nc1-c1ccccc1 (configuration not stated)
-5.6	Cc1cc(C)n(-c2cc(Cl)cc(Cl)c2)c(=O)c1C#N
-1.8	Cc1cc(CN2CCOCC2)c(O)c(C2(C)CCCCC2)c1
-5.2	CCC(C)OC(=O)C1=C(C)OC23OC(N)=C(C#N)C12C(=O)c1ccccc13 (configuration not stated)
3.2	O=c1cc(N2CCN(c3ccccc3)CC2)[nH]c(=O)n1-c1ccccc1
-13.1	O=C(Nc1cccc(Cl)c1)c1ccc(NCCCN2CCOCC2)c([N+](=O)[O-])c1

# Laid out differently: results already given.
Compound,PGC1a acetyl inh
CCCCNc1nc2ccccc2[nH]1,5.6
CCc1nn(CC(=O)NCCN2CCN(C)CC2)c(=O)c2cc3occc3n12,7.3
Cc1cc(S(=O)(=O)NCCCN2CCOCC2)ccc1F,-14.6
CSC(=Nc1ccccc1)C1=C(O)COC1=O,10.1
Nc1cc(N)cc(-c2nc3ccccc3[nH]2)c1,8.4
COC(=O)Cc1cc(=O)n2[nH]c(C(F)(F)F)nc2n1,5.8
CC1=C(C(=O)OC2CCCCC2)C(c2ccc(C)o2)C2=C(CCCC2=O)N1 (configuration not stated),-12.0
CCC(=O)Oc1cccc(C(=O)Nc2ccc(-c3nnc(-c4ccco4)o3)cc2)c1,-4.9
CCCn1ncc(OC)c(Cl)c1=O,-1.9
CCn1cc(C(=O)NCc2ccc3c(c2)OCO3)c(=O)c2cc(F)c(N3CCN(C(=O)c4ccco4)CC3)cc21,7.3
COC(=O)c1cc2oc3ccccc3c2n1CC(=O)Nc1ccccc1OC,-8.3
Nc1c(C(=O)c2ccccc2)sc2snc(SCC(=O)c3ccccc3)c12,-18.8
O=C(CCc1nc(-c2ccccc2)no1)NCCc1ccccc1,-4.0
COc1ccc(N(CCC#N)S(=O)(=O)c2ccc(Cl)cc2)cc1,-14.9
COc1ccc(-c2cc(C(=O)Nc3nc4c(C)cccc4s3)c3ccccc3n2)cc1OC,-6.9
Cc1cc(C)nc(Sc2nc(C)nc3c2oc2ccccc23)n1,16.6

# Following part:
PGC1a acetyl inh	Structure
-11.1	O=C(NCCSc1ccccc1)c1cncc(Br)c1
31.3	COc1cc2ncnc(NCc3ccc(C)cc3)c2cc1OC
3.0	O=c1[nH]c(N2CCN(c3ccccc3)CC2)nc2c1CCCC2
-17.3	O=C(c1cc2c(s1)CCCC2)N1CCN(Cc2ccc3c(c2)OCO3)CC1
-0.6	COc1cccc(N=Nc2c(=O)[nH]n3c(=O)cc(C)[nH]c23)c1
3.2	CN=c1scc(C)n1/N=C/c1ccc(O)cc1O
-2.8	COc1cc(C)nc(N(Cc2ccccc2)S(=O)(=O)c2ccccc2)n1
12.8	Cc1ccc(O)c(C(=O)CC(=O)c2cccc(F)c2)c1
-7.0	Cc1cc(C)n(-c2nc(C)nc(NCc3ccccc3)n2)n1
9.0	CCOC(=O)CSc1nc(C)c2ccccc2n1
-12.9	CN1CC(=O)NC1=NC(=O)c1cc(F)c(F)cc1Cl
-1.7	O=C1c2ccccc2S(=O)(=O)N1CC(O)Cn1ccc2ccccc21 (configuration not stated)
0.4	OCCNc1nc2ccc(Cl)cc2[nH]1
1.9	O=C(c1cccc(F)c1)N1C2C=CC(C2)C1(C(F)(F)F)C(F)(F)F (configuration not stated)
9.4	CCCNS(=O)(=O)c1ccc(CCC(=O)Nc2cc(Cl)ccc2Oc2ccccc2)cc1
21.5	O=C(O)CCn1[nH]c(=O)c2ccccc2c1=O
8.8	Cc1noc(NS(=O)(=O)c2ccc(N/C=C/C(=O)c3ccncc3)cc2)c1C
3.3	CCOC(=O)CSc1cc(CSc2ccccc2)nc(-c2ccccc2)n1
1.3	Cc1ccc(NN2C(=O)C=C(c3ccc(Cl)cc3)C2=O)cc1
-4.7	N#Cc1cc2c(nc1SCC1COc3ccccc3O1)CCC2 (configuration not stated)
7.0	COc1ccc(-c2nnc(SCC(=O)NC(=O)NCc3ccccc3)o2)cc1
2.5	O=C(NNC(=O)C1CCN(Cc2ccccc2)CC1)c1cccc(Cl)c1
-2.5	COCCNc1nc2ccccc2nc1NS(=O)(=O)c1ccc(C)cc1C
-5.9	O=C(N/N=C/c1cn(-c2ccccc2)nc1-c1ccc(F)cc1)c1ccc2c(c1)OCO2
4.6	CCCSC1=N/C(=C\C=C\c2ccco2)C(=O)S1
-4.1	CC(/C=C/c1ccccc1)=N/NC(=O)CNC(=O)c1ccc2c(c1)OCO2
15.6	CCN(CC)C(=O)CSc1nc2ccccc2c(=O)[nH]1
-2.6	CCOC(=O)c1sc2ncnc(NCc3ccco3)c2c1C
-13.8	COC(=O)CSc1nc2cc3c(cc2cc1C#N)OCO3
-2.5	O=C(c1ccco1)N1CCN(C2CCCC2)CC1
-17.2	Cc1ccc2cc(CN(Cc3ccc4c(c3)OCO4)Cc3nnnn3Cc3ccco3)c(=O)[nH]c2c1C
-4.4	C=CCOc1ccc2ccccc2c1/C=N/O
-5.4	O=S1(=O)C=C(SCCN2CCCCC2)c2ccccc21
13.8	O=c1oc(-c2ccccc2[N+](=O)[O-])nc2ccccc12
-9.1	c1ccc(NC2=Nc3ccccc3CS2)cc1
17.8	OC(CN1C2=NCCN2c2ccccc21)c1ccc2c(c1)OCO2 (configuration not stated)
1.7	CSc1ccc(/C=N/Nc2cccc(C(=O)O)c2)cc1
4.1	CC(C)CC(=O)N1CCN(S(C)(=O)=O)CC1
1.7	Cc1ccc(OCCn2c(NC(=O)c3ccco3)nc3ccccc32)cc1
-3.8	CC(Sc1nnc(-c2cccs2)n1Cc1ccccc1)C(=O)NCc1ccc2c(c1)OCO2 (configuration not stated)
1.3	COc1ccc(NC(=O)OC(C)C)cc1
8.9	O=C(/C=C/C=C/c1ccccc1)CC1(O)C(=O)N(CCc2ccccc2)c2ccccc21 (configuration not stated)
-4.5	CS(=O)(=O)N1CCN(c2ccccc2NC(=O)c2ccc(Cl)cc2)CC1
-0.4	CC(C)(C)C1=NN(C(=O)c2ccccc2)C(O)(C(C)(C)C)C1 (configuration not stated)
-0.8	CCCCCCC(=O)Nc1ccc(Cl)cn1
-2.2	Cn1nc(-c2ccccc2)c2ncc(C(F)(F)F)cc21
-27.4	COc1ccc2cc(CN(CC3COCCO3)S(=O)(=O)c3ccccc3)c(=O)[nH]c2c1 (configuration not stated)
-0.5	c1ccc(-c2nnc(SCc3nnc(-c4cccs4)o3)o2)cc1
-5.9	Cc1nc(SCC(=O)N2CCN(c3ccccc3)CC2)c2oc3ccccc3c2n1
5.4	O=C(NC(Cc1ccccc1)C(=O)O)/C(=C\c1ccc(F)cc1)NC(=O)c1ccccc1 (configuration not stated)
-7.6	CC1Cc2ccccc2N1Cc1nc2cc(C(F)(F)F)ccc2c(=O)[nH]1 (configuration not stated)
-22.1	CCc1cccc(CC)c1N(COC)C(=O)Cn1c(C(C)O)nc2ccccc21 (configuration not stated)
-4.0	CN(C)/C=N/c1c(C#N)cnn1-c1nc2ccccc2s1
-7.8	CCN(CC)C(=O)C1CC(=O)N(c2ccc(F)c(Cl)c2)C1 (configuration not stated)
-2.1	CCOc1ccc(C)cc1S(=O)(=O)Nc1cccnc1
0.4	Cc1ccc([N+](=O)[O-])cc1S(=O)(=O)Nc1ccccn1
0.2	Cc1cc(C)c2c(=O)[nH]c(=O)n(Cc3ccccc3)c2n1
34.5	COC(=O)c1cc(Br)c(=O)n(CCc2ccccc2)c1
-0.2	COc1ccc(/C=N\NC(=O)c2cc(OCC(F)(F)F)ccc2OCC(F)(F)F)cc1
-8.6	Cc1ccc(C(=O)CSc2nsc(C)c2C#N)cc1

# (more compounds)
PGC1a acetyl inh	Structure
-7.4	COc1cc(CNCCc2ccccc2F)ccc1OCc1ccc(Cl)nc1
-7.1	O=C(CN1CCSCC1)N/N=C/c1ccccc1F
-1.5	COc1ccc(NC(=S)NCc2ccco2)cc1
3.3	O=S1(=O)N=C(Nc2ccc(S(=O)(=O)N3CCCCC3)cc2)c2ccccc21
?	COc1cccc(NC(=O)N2CCN(c3cccc(C)c3)C(C)C2)c1 (configuration not stated)
-9.4	CCc1nnc(NC(=O)[C@@H]2CCCN2S(=O)(=O)c2ccc3c(c2)OCCO3)s1
5.9	CCOC(=O)c1ccccc1NC(=O)Cn1cnc2c(cnn2-c2ccccc2)c1=O
-10.4	COC(=O)c1ccc(Cc2ccccc2)o1
-9.2	O=C(NCc1ccco1)c1noc2c1CCCC2
2.4	CCOC(=O)c1c(-c2ccsc2)csc1N
1.2	O=C(Cn1nnc(-c2ccccc2)n1)NCc1ccco1
4.1	CC(=O)Nc1cc(NC(C)=O)c(CC(C)C)s1
-12.2	Cc1nc(N)sc1-c1nnc(SCC(=O)Nc2nccs2)n1C
-4.4	CC(C)N(C(=O)CSc1nc2ccccc2n1Cc1ccccc1)C(C)C
-26.0	CC(=O)NCCC(=O)Nc1sc2c(c1-c1nc3ccccc3[nH]1)CCCC2
-5.6	NS(=O)(=O)c1ccc(N2N=C(c3ccccc3)CC2c2ccc(F)cc2)cc1 (configuration not stated)
97.0*	CCCCS(=O)(=O)/C=C\C=C/S(=O)(=O)CCCC

# Source: PubChem
